Screening results from PubChem.
L3MBTL1 inh = L3MBTL1 (human) inhibition. Potency, µM (titrated, usually from 57.1 µM), without a hit: at the highest dose activity, negative = inhibition, actives largely listed as inhibitors. actives 0.66% (n = 230,000). Q9Y468. AlphaScreen L3MBTL1–H3K9me1 peptide binding. AID 485360; also: nearly all actives have a fitted effect of over 60% in size
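L3MBTL1 50 nM + b-AHA-H3(1-15)K9me1 75 nM, 30 min RT; compound added, 30 min RT; streptavidin donor/Ni-chelate acceptor beads 10 ug/mL each final, 30 min RT dark; AlphaScreen read.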
TR SRC2 fluor cs = Texas Red fluorescence interference in TRb-SRC2 counter-screen | Potency, µM (highest dose often 106 µM), without a hit: at the highest dose fluorescence change, negative = quenching | TRb/SRC2 Texas Red total fluorescence interference | actives 0.29% (n = 280,000); active = well fitted curve in either direction with a large enough effect; inconclusive = small, poorly fitted or top-dose-only effect
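Human TRβ ligand-binding domain (0.6 uM) and Texas Red SRC2 peptide (20 nM) in Tris buffer with 1 uM T3 and 5% DMSO were incubated with pinned compound for 5 hr at ambient temperature. Total fluorescence was computed as S + 2P (555/632 nm).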
GAA glycogen = inhibitors or activators of human alpha-glucosidase glycogen cleavage; P10253; recombinant GAA, glycogen substrate, Amplex Red glucose oxidase fluorescence; Potency, µM (highest dose often 76.4 µM), inactives show top-dose activity change, negative = inhibition, hits mostly inhibitors; actives 0.38% (n = 300,000);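 also: 0% = full enzyme reaction and -100% = no-enzyme basal signal; the screen sought inhibitors and activators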
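qHTS, 1536-well; enzyme 4 nM final; cpd up to 77 uM; substrate bovine liver glycogen 30 ug; 50 mM citrate/phosphate pH 5.0, 0.01% Tween-20; 37 C, 40 min; Amplex Red detection 45 min RT; Hill fit → AC50.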
GAA spleen mod = inhibits or activates alpha-glucosidase in human spleen homogenate; Potency, µM (series often up to 79.9 µM), inactives show top-dose activity change, negative = inhibition, usual class: inhibitors; P10253; actives 0.006% (n = 240,000); human spleen homogenate, 4-MU-alpha-glucoside fluorescence;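 also: 0% = enzyme with vehicle and -100% = no enzyme basal signal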
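Compounds were titrated against alpha-glucosidase in spleen homogenate at pH 5.0, with 1 mM 4-methylumbelliferyl substrate for 40 min at 37 C. Reactions were quenched with pH 10 NaOH/glycine and fluorescence measured.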
TRb-SRC2 inh = disrupts binding of human TR beta to SRC2; AID 1469; P10828; actives 0.065% (n = 280,000); Potency, µM (doses to about 106 µM), without a hit: at the top dose activity change, negative = inhibition, usual class: inhibitors; TRbeta-SRC2 peptide binding, fluorescence polarization; receptor liganded with 1 µM T3;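 also: plate controls were bound peptide for no effect and peptide without receptor for full effect; nearly all actives have a fitted effect of over 50% in size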
Target sequence (P10828 whole entry, looked up): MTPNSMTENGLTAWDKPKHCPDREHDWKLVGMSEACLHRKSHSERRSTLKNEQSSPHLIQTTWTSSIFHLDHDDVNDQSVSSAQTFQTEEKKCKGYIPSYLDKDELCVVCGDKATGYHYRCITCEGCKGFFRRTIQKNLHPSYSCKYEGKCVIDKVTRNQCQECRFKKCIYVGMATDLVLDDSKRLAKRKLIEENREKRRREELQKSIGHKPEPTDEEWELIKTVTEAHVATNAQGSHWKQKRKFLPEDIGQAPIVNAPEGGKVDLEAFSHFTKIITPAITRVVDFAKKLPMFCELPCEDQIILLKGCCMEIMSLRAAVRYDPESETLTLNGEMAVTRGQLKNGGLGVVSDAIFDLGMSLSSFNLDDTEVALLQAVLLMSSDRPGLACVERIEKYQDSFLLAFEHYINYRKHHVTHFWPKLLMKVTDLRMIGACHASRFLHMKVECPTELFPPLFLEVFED
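Fluorescence polarization of 20 nM Texas Red SRC2 peptide (20-aa NR interaction domain) bound to 0.6 uM human TRb ligand-binding domain, with 1 uM T3, after 5 hr at ambient temperature; inhibition seen as decreased polarization.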
GAA inhib = blocks human lysosomal alpha-glucosidase; P10253; purified human GAA, 4-MU-alpha-glucoside fluorescence; Potency, µM (titrated, usually from 76.9 µM), for the others: at the top dose activity change, negative = inhibition, hits mostly inhibitors; actives 0.005% (n = 200,000); AID 1466;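 also: plate controls were uninhibited enzyme wells for no effect and no-enzyme background for full effect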
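Human alpha-glucosidase, 4 nM, pre-mixed with test compounds before 400 uM 4-methylumbelliferyl substrate; 20 min room temperature at pH 5.0. Fluorescence read after pH 10 stop; AC50 values from Hill-equation fits.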
RECQ1 inh = blocks DNA unwinding by human RECQ1; RECQ1 DNA unwinding, red fluorescence kinetic read; actives 0.54% (n = 240,000); P46063; Potency, µM (titrated, usually from 57.3 µM), for inactives: at the highest dose activity, negative = inhibition, most hits filed as inhibitors; AID 2549;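 also: plate controls were vehicle for no effect and no enzyme for full effect; nearly all actives have a fitted effect of over 30% in size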
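50 nM RECQ1T1 preincubated 15 min with compound in Tris pH 8.0 buffer with MgCl2, DTT, Tween-20 and 2.5 ug/ml poly(dI-dC); started with 200 nM TAMRA/BHQ-2 forked duplex and 2 mM ATP. Unwinding read as fluorescence (525/598 nm), two reads 2 h apart.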
GoLoco inh red = RGS12 GoLoco-Gai1 interaction inhibition | P63096 | Gai1:RGS12 GoLoco peptide FP, rhodamine, 10 min | actives 0.44% (n = 230,000) | AID 880 | Potency, µM (series often up to 61.6 µM), without a hit: at the highest dose activity, negative = inhibition, most hits filed as inhibitors; active = well fitted inhibition curve with a large enough effect, not every such curve was filed as active; inactive = no such curve, though single readings can be large or run the other way; also: nearly all actives have a fitted effect of over 30% in size; many of its hits are not listed in these tables
Target sequence (P63096 whole entry, looked up): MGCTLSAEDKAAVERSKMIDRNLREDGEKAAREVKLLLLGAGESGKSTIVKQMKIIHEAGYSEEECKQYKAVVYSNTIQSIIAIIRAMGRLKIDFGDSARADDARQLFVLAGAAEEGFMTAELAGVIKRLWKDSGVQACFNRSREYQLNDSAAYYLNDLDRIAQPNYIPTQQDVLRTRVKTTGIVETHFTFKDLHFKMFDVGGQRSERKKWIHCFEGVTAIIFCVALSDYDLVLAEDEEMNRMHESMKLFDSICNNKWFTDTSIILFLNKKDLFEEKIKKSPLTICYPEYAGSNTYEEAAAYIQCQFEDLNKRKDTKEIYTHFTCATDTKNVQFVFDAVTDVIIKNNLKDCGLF
Starred values were filed as active, the others as inactive; i = inactive; u = inconclusive; x = not tested or not shown; [ ] = remark or other dose. Unless noted, calls follow the shape of the dose curve; as a rule, active = well fitted curve in the direction sought with a large enough effect; inconclusive = small, poorly fitted or top-dose-only effect, or another doubt; inactive = no such curve, though single readings can be large; an effect the other way counts as inactive or inconclusive. Unless noted, % is scaled to controls: 0 for no effect and ±100 for the full control effect; potency is read from the fitted curve at half-maximal effect. The list is partial; count on the stated rates, not on these rows.

entry | Compound | L3MBTL1 inh | TR SRC2 fluor cs | GAA glycogen | GAA spleen mod | TRb-SRC2 inh | GAA inhib | RECQ1 inh | GoLoco inh red
1 | COc1ccc(CCN2C(=O)c3[nH]nc(-c4ccccc4O)c3C2c2cccc(O)c2)cc1OC (stereo unspecified) | -10% | -4% | -2% | -3% | -1% | 2% | -1% | -1%
2 | COC(=O)Cc1cc(=O)[nH]c(/N=C(\N)Nc2ccc(C)cc2)n1 | x | -2% | 4% | -3% | -5% | 2% | -4% | 13%
3 | O=C(NNc1ccccn1)C(c1ccccc1)c1ccccc1 | 9% | 0% | u | x | -7% | -4% | -7% | -1%
4 | CCO/C(=C/c1sc2ccc(OC)cc2[n+]1CCCS(=O)(=O)[O-])CC | x | 5% | -7% | -7% | -19% | -6% | -11% | 34%[activator]
5 | O=C(N/N=C/c1[nH]c2ccccc2c1Cl)c1cccc(Br)c1 | 3% | 0% | 7% | -5% | 4% | 2% | 6% | 3%
6 | Cc1occc1C(=O)Nc1ccc2ccccc2c1 | -2% | 1% | 0% | 2% | -2% | -2% | i | -7%
7 | O=C(N/N=C/C=C/c1ccc([N+](=O)[O-])cc1)c1cccs1 | -1% | -11% | 8% | -8% | 0% | -1% | -5% | 22%
8 | CN(C)/C=C1\SC(=S)N(N2C(=O)C3C4C=CC(C4)C3C2=O)C1=O (stereo unspecified) | -1% | -2% | -14% | -6% | -5% | -11% | -13% | 74%[activator]
9 | C=CCNCCOCCOc1ccc(C)cc1Br | 5% | -3% | 14% | -5% | -8% | -10% | -7% | -4%
10 | O=S(=O)(c1cccc(F)c1)N1CCc2sccc2C1c1ccc(OC(F)(F)F)cc1 (stereo unspecified) | 35%[activator] | 1% | 0% | -2% | -1% | x | -4% | 14%

By substructure, the compounds so far with two or more sulfur atoms (3)
entry | Compound | L3MBTL1 inh | TR SRC2 fluor cs | GAA glycogen | GAA spleen mod | TRb-SRC2 inh | GAA inhib | RECQ1 inh | GoLoco inh red
4 | CCO/C(=C/c1sc2ccc(OC)cc2[n+]1CCCS(=O)(=O)[O-])CC | x | 5% | -7% | -7% | -19% | -6% | -11% | 34%[activator]
8 | CN(C)/C=C1\SC(=S)N(N2C(=O)C3C4C=CC(C4)C3C2=O)C1=O (stereo unspecified) | -1% | -2% | -14% | -6% | -5% | -11% | -13% | 74%[activator]
10 | O=S(=O)(c1cccc(F)c1)N1CCc2sccc2C1c1ccc(OC(F)(F)F)cc1 (stereo unspecified) | 35%[activator] | 1% | 0% | -2% | -1% | x | -4% | 14%

Next part:
entry | Compound | L3MBTL1 inh | TR SRC2 fluor cs | GAA glycogen | GAA spleen mod | TRb-SRC2 inh | GAA inhib | RECQ1 inh | GoLoco inh red
11 | Cc1ccc(Nc2nc(C(=O)NCCCN3CCOCC3)cs2)cc1 | -10% | -2% | -1% | 6% | -16% | -5% | -4% | 9%
12 | COC(=O)Cn1cnc2sc3c(c2c1=O)CCCC3 | -7% | -2% | 8% | -19% | 9% | 2% | i | 7%
13 | COc1cc2c(cc1OC)C(C)N(Cc1ccc3c(c1)OCO3)CC2 (stereo unspecified) | 5% | -1% | 1% | -1% | 6% | x | -10% | -16%
14 | Cc1ccc(NC(=O)Cc2ccccc2)c(C)c1 | 7% | -1% | 17% | -2% | 0% | 5% | i | 9%
15 | CC(C)n1c(=S)[nH]c2cc(Cl)ccc21 | -23% | u | 2% | 1% | u | x | -1% | -43%
16 | N#CCSc1ccsc1C(=O)Nc1ccc(F)cc1 | -15% | 0% | -11% | 3% | 4% | -4% | -5% | 6%
17 | O=C(N/N=C\c1ccncc1)c1ccccc1O | x | -1% | 3% | -9% | -8% | -6% | 1% | -5%
18 | CC(C)CCNC(=O)NC(=O)COC(=O)CCN=C1NS(=O)(=O)c2ccccc21 | 7% | -1% | 5% | -2% | -6% | -3% | i | 13%
19 | CC(=O)NNc1cc(C)nc(N)n1 | x | -9% | u | 3% | -9% | x | i | 3%
20 | COc1cccc(N(CC(=O)NCC2CCCO2)C(=O)CNS(=O)(=O)c2ccccc2)c1 (stereo unspecified) | 30%[activator] | 0% | 7% | x | -1% | 5% | -1% | -14%

Profiles from above.
Shown for O=C(N/N=C\c1ccncc1)c1ccccc1O → L3MBTL1 inh: x; TR SRC2 fluor cs: -1%; GAA glycogen: 3%; GAA spleen mod: -9%; TRb-SRC2 inh: -8%; GAA inhib: -6%; RECQ1 inh: 1%; GoLoco inh red: -5%
Shown for COC(=O)Cc1cc(=O)[nH]c(/N=C(\N)Nc2ccc(C)cc2)n1 → L3MBTL1 inh: x; TR SRC2 fluor cs: -2%; GAA glycogen: 4%; GAA spleen mod: -3%; TRb-SRC2 inh: -5%; GAA inhib: 2%; RECQ1 inh: -4%; GoLoco inh red: 13%

The list continues:
entry | Compound | L3MBTL1 inh | TR SRC2 fluor cs | GAA glycogen | GAA spleen mod | TRb-SRC2 inh | GAA inhib | RECQ1 inh | GoLoco inh red
21 | CCc1ccc(NC(=O)CSc2nc(O)cc(=O)n2C2CCCC2)cc1 | x | -1% | -4% | -2% | 9% | -7% | -3% | 0%
22 | c1ccn2cc(-c3ccc4c(c3)OCO4)cc2c1 | u | 2% | -20% | -1% | -2% | 7% | i | 41%[activator]
23 | CNc1ccn(C2CCCO2)c(=O)n1 (stereo unspecified) | x | 0% | 2% | 0% | 1% | x | i | -1%
24 | COc1ccc(/C=N/NC(=O)c2cc(-c3ccc(C)cc3C)nc3ccccc23)cc1COC(C)=O | -16% | 1% | -10% | -5% | 7% | u | -3% | -6%
25 | CCOC(=O)c1c(C)c(C(=O)N2CCCCCC2)c(C)n1CC | -7% | 4% | 6% | 2% | 0% | -4% | -2% | 1%
26 | O=C(/C=C/c1ccc(/C=C/C(=O)Nc2ccc(C3=NCCN3)cc2)cc1)Nc1ccc(C2=NCCN2)cc1 | x | -12% | x | -9% | 3% | x | -29% | x
27 | O=C1C2=C(c3ccccc31)[N+](=O)C1CCCCC1N2[O-] (stereo unspecified) | -1% | 0% | -5% | -8% | -6% | -7% | -13% | -11%
28 | N/C(=N\OC(=O)CCn1cccc(C(F)(F)F)c1=O)c1ccc(OC(F)(F)F)cc1 | 2% | -3% | -4% | -15% | 7% | x | i | 9%
29 | O=C(O)CC(SCC(=O)Nc1ccc(Br)cc1)C(=O)O (stereo unspecified) | 43%[activator] | 2% | 8% | 2% | -16% | -2% | i | -7%
30 | COc1ccc(NC(=O)Cn2nnc(C(=O)NCCc3ccc(OC)c(OC)c3)c2N)cc1 | 1% | -5% | 9% | -8% | -4% | -10% | -5% | -13%

(further entries)
entry | Compound | L3MBTL1 inh | TR SRC2 fluor cs | GAA glycogen | GAA spleen mod | TRb-SRC2 inh | GAA inhib | RECQ1 inh | GoLoco inh red
31 | CC1(C)C2CCC1(C)C(OC(=O)CCn1ccnc1)C2 (stereo unspecified) | x | -3% | 3% | -18% | -2% | -10% | 1% | 5%
32 | CCCN(CCO)Cc1ccc(F)c(Br)c1 | 1% | 0% | 12% | -2% | 6% | -2% | -1% | 8%
33 | Cc1cc(/C=C2/C(=O)NN(c3ccccc3)C2=O)c(C)n1-c1ccc(O)cc1 | -4% | -2% | 9% | -8% | 4% | -4% | -8% | 8%
34 | O=C(CCCn1cnc([N+](=O)[O-])n1)Nc1ccc(F)c(Cl)c1 | 10% | 1% | 6% | 1% | -1% | -7% | -21% | 7%
35 | Cc1cc(Cl)c(S(=O)(=O)NC(C)C)cc1OCC(N)=O | 7% | 0%[53 µM] | 4% | -2% | 1%[53 µM] | 2% | 0% | 5%
36 | COc1ccc(/C=N/N2CCOCC2)cc1COc1ccc(Cl)cc1 | -10% | -4%[53 µM] | -3% | 1% | 7%[53 µM] | -1% | -14% | 8%
37 | Cn1nnnc1SC(C(=O)Nc1cccc(C(F)(F)F)c1)c1ccccc1 (stereo unspecified) | 16% | -2%[53 µM] | -22% | -13% | 6%[53 µM] | -22% | -13% | -7%
38 | Cc1nn(-c2ccccc2)c2c1C(c1ccc(O)c(O)c1)N1C(=N2)C(Nc2ccccc2)=Nc2ccccc21 (stereo unspecified) | 1% | 0% | u | -12% | 4% | -11% | -17% | 4%
39 | COc1ccc(CNC(=O)/C=C/c2ccccc2[N+](=O)[O-])cc1 | 3% | 1% | 13% | 1% | 5% | 5% | i | 6%
40 | O=S(=O)(c1ccccc1)c1cc(O)ccc1O | -6% | 2% | u | 6% | 4% | -13% | i | 18%

Screen by screen, as entered above.
Compounds 31 to 40 in GAA glycogen: 3%, 12%, 9%, 6%, 4%, -3%, -22%, u, 13%, u
Compounds 31 to 40 in GoLoco inh red: 5%, 8%, 8%, 7%, 5%, 8%, -7%, 4%, 6%, 18%

The list goes on.
entry | Compound | L3MBTL1 inh | TR SRC2 fluor cs | GAA glycogen | GAA spleen mod | TRb-SRC2 inh | GAA inhib | RECQ1 inh | GoLoco inh red
41 | O=C(COC(=O)Cn1cnc2ccccc21)Nc1cccc([N+](=O)[O-])c1 | 30%[activator] | 0% | 0% | -2% | 9% | 2% | i | 4%
42 | CNc1ccccc1C(=O)OCC(C)=O | 2% | -4%[11.2 µM] | 3% | 1%[17.4 µM] | 2%[11.2 µM] | u | 11%[11.5 µM] | -17%
43 | Cc1nc2ccccn2c1C(=O)NNS(=O)(=O)c1ccc(Cl)cc1 | u | 2% | u | 5% | 4% | 2% | -1% | -6%
44 | CC(OC(=O)CCCSc1nc2ccccc2s1)C(=O)NC(N)=O (stereo unspecified) | 6% | -2% | -7% | -5% | -4% | 1% | -17% | 0%
